KCNQ1 inh: inhibitors of human KCNQ1 potassium channel. 310,000 compounds, 1.3% hits. P51787. B-score at 10 µM. CHO-K1 KCNQ1, FluxOR thallium flux fluorescence; hits give high values. AID 2642;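 active = compounds whose thallium flux B-score, printed positive for inhibition, exceeds three library SD while starting fluorescence stays within three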;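 note: channel opened by potassium depolarization with thallium stimulus after 20 min compound exposure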
DYRK1A inh: blocks rat Dyrk1A kinase activity | Q63470 | ADP-Glo luminescence, NFATc1 peptide | inhibition, % at 12.5 µM | 310,000 compounds, 0.43% hits; in the data active = inhibition above about 50%;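 note: plate controls were vehicle with enzyme for no effect and no enzyme for full effect; many of its hits are not listed in these tables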
KCNK9 inh: blocks the human KCNK9 two-pore domain potassium channel; Q9NPC2; HEK293 KCNK9, FluxOR thallium flux fluorescence; hits give low values; B-score at 10 µM; 310,000 compounds, 1.2% hits;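 active = ratio B-score over 3 SD below the library mean, with starting fluorescence within 5 SD of its mean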;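 note: negative B-score means less thallium flux so channel inhibition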
HDAC3 inhib: inhibitors of human histone deacetylase 3 | O15379 | recombinant HDAC3, fluorogenic peptide/trypsin coupled, fluorescence | inhibition, % at 8.3 µM | 320,000 compounds, 0.15% hits | AID 2718; in the data active = inhibition above about 26%, passing the limit was not always enough
TRPC4 act: TRPC4 (mouse) channel activation | HEK293 TRPC4beta/mu-opioid, Fluo4 calcium fluorescence; hits give high values | 310,000 compounds, 0.49% hits | B-score at 10 µM;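 active = B-score above 5 SD of library B-scores, and initial fluorescence ratio not above library mean plus 5 SD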;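 note: positive B-score marks a calcium rise read as TRPC4 activation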
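System – HEK293 cells stably co-expressing mouse TRPC4beta and mu-opioid receptor · Signal – Fluo4 calcium-sensitive dye fluorescence, kinetic, 1 Hz baseline · Benchmarks – buffer (low) and maximal DAMGO (high) · Read-out – B score of integrated fluorescence ratio per well · Incubation – dye loading 45 min room temperature, 110 s kinetic read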
hERG rescue: shields human hERG channel from block by proarrhythmic agents. 310,000 compounds, 0.51% hits. CHO-hERG, FluxOR thallium flux, dofetilide IC70 present. Q12809. AID 1511. activation (rescue from dofetilide block), less the hit threshold, % at 10 µM;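 active = activation above the mean of controls blocked by dofetilide plus 5 SD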;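 note: thallium influx through hERG after potassium depolarization seen as dye fluorescence rise; in these data hits start at about 4.7%; inactives centre near -7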
Target sequence (Q12809 whole entry, looked up): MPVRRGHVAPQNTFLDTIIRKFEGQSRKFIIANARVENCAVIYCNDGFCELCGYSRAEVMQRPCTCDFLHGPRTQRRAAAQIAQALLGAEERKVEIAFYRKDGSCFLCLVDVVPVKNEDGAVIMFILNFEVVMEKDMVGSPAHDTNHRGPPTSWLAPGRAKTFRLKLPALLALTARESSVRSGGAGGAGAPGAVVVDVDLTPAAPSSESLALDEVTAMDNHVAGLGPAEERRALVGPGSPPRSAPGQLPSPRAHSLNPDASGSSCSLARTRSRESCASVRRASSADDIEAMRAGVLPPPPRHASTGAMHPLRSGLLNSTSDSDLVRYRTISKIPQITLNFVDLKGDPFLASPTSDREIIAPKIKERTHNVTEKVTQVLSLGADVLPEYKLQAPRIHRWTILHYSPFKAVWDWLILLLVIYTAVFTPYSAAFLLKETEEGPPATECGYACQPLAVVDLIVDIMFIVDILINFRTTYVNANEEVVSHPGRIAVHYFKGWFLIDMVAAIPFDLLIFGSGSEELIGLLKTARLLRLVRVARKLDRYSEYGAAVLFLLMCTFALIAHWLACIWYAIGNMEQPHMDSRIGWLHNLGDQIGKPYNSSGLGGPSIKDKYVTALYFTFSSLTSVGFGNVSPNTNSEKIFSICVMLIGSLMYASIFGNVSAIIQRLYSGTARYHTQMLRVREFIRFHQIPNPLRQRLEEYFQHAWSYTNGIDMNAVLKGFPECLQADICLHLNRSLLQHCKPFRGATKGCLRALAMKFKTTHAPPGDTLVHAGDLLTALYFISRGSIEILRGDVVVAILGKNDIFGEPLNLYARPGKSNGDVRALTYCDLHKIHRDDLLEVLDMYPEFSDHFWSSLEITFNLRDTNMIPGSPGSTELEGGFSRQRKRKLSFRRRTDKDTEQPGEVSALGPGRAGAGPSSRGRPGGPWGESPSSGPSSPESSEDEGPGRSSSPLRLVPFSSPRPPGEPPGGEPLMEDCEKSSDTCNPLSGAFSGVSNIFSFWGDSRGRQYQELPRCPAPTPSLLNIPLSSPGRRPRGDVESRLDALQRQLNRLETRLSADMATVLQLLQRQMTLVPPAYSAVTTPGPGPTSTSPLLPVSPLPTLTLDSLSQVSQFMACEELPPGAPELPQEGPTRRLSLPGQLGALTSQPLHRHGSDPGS
KCNK3 inh: human KCNK3 channel inhibition, primary screen; O14649; B-score at 10 µM; CHO-KCNK3 thallium flux, FluxOR fluorescence; hits give low values; AID 602410; 340,000 compounds, 0.84% hits;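 active = B-score under library mean minus 4 SD, starting fluorescence ratio at most library mean plus 5 SD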;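 note: more negative B-score means stronger inhibition of thallium flux through KCNK3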
KCNQ1 pot: human KCNQ1 channel potentiation or activation; CHO-K1 KCNQ1, thallium flux FluxOR fluorescence; hits give high values; P51787; 310,000 compounds, 0.35% hits; AID 2648; B-score at 10 µM;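 active = fluorescence ratio B-score, a plate-corrected score, at least three library SD, with initial intensity B-score within 5 SD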
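assay system = KCNQ1-transfected CHO-K1 cells | medium = assay buffer with matched DMSO | probe or stimulus = depolarizing K+/Tl+ stimulus, K2SO4 and Tl2SO4 each 12.5 mM in 5x stock | dosing = single dose | incubation = dye 90 min, compound 20 min, room temperature | detection = kinetic FluxOR fluorescence, 10 s baseline plus 110 s post-stimulus | evaluation = ratio B score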
ANO1 block: blocks the mouse calcium-activated chloride channel TMEM16A. HEK293 TMEM16A/YFP iodide influx fluorescence, ionomycin. normalized B-score (activity score, 25-100; higher = stronger inhibition) at 10 µM. AID 588511. 310,000 compounds, 1.2% hits. Q8BHY3;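 active = ratio plate-corrected score three or more library SD toward inhibition, starting fluorescence score within five deviations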;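 note: score derived from kinetic fluorescence span divided by baseline fluorescence per well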
TMEM16A act: mouse TMEM16A channel activation, primary screen. 340,000 compounds, 0.3% hits. B-score at 10 µM. HEK293 TMEM16A/YFP-H148Q/I152L, iodide quench fluorescence; hits give low values. AID 623877. Q8BHY3;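 active = fluorescence-ratio B-score plate-corrected deviation score at least 3 library SD below zero, with starting fluorescence score within 5 deviations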;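 note: channel opened by trigger with iodide after compound preincubation; score built on the fluorescence ratio of max minus min over baseline; more negative score means more quench and so TMEM16A activation or potentiation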
TRPC4 PAM: allosterically enhances the mouse TRPC4 cation channel; Q9QUQ5; 310,000 compounds, 0.42% hits; B-score at 10 µM; HEK293 TRPC4beta/mu-opioid, DAMGO EC20, Fluo-4 Ca2+ flux; hits give high values; AID 2227;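 active = B-score of calcium response area above 5 SD of library B-scores, with initial fluorescence ratio within 5 SD of library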;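 note: B-score of integrated fluorescence ratio over time as area under calcium response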
The depositor's hits bear a star; i = inactive; . = no result given. A portion of the library; rates above refer to the full screens.

nr	compound	KCNQ1 inh	DYRK1A inh	KCNK9 inh	HDAC3 inhib	TRPC4 act	hERG rescue	KCNK3 inh	KCNQ1 pot	ANO1 block	TMEM16A act	TRPC4 PAM
1	Cc1ccc(C)c(N(CC(=O)NC2CCCC2)S(=O)(=O)c2ccccc2)c1	i	-7	i	-3	i	-5	i	i	i	i	i
2	O=C(Nc1ccc(N2CCN(C(=O)c3ccc(Cl)cc3)CC2)cc1)c1cc2ccccc2o1	i	-1	i	12	i	-12	i	i	i	i	i
3	COc1ccccc1N1CC(C)(C)C(=O)N(C(=O)c2ccc(Cl)cc2)C1=S	i	-1	i	6	i	-6	i	i	i	i	i
4	Cc1cnc(C(=O)OCC(=O)Nc2cc(-c3ccccc3)nn2-c2ccccc2)cn1	i	-5	i	0	i	-11	i	i	i	i	i
5	CSc1cccc(NC(=S)N(Cc2ccc(C)cc2)Cc2cccnc2)c1	i	-3	i	-4	i	-15	i	i	i	i	i
6	O=C(C/C=N/OCc1ccc(Cl)cc1Cl)c1ccccc1	i	-4	i	-2	i	-19	i	i	i	i	i
7	CCOc1ccc(C(=O)OC(C)CN2CCN(C)CC2)cc1 (stereo not drawn)	i	-2	i	3	i	-1	i	i	i	i	i
8	O=C(CCc1nc2cccnc2n1Cc1ccccc1)NCCc1ccc(Cl)cc1	i	6	i	5	i	-13	i	i	i	i	i
9	O=C(NCc1ccco1)C1CC(c2ccc(C(F)(F)F)cc2)=NO1 (stereo not drawn)	i	0	i	3	i	-6	i	i	i	i	i
10	Cc1ccc(-c2csc(NC(=O)C3CCN(S(=O)(=O)c4cccs4)CC3)n2)cc1	i	0	i	4	i	3	i	i	i	i	i
11	CCOC(=O)C1CCCN(Cc2ccc(-c3ccccc3)cc2)C1 (stereo not drawn)	i	2	i	-2	i	-1	i	i	i	i	i
12	Cc1onc(-c2ccccc2)c1C(=O)Nc1ccnn1C1CCCCC1	i	3	i	-1	i	-16	i	i	i	i	i
13	CCc1nc(N2CCOCC2)c(C#N)c2c1CCCC2	i	-1	i	-20	i	-4	i	i	i	i	i
14	CC(C)(C)c1ccc(Cn2nnc3c(=O)[nH]c(C4CCN(C(=O)c5ccco5)CC4)nc32)cc1	i	15	i	.	i	-5	-8.9*	i	.	i	i
15	Cc1onc(-c2ccccc2)c1C(=O)NCc1ccc(Cl)cc1	i	0	i	10	i	-6	i	i	i	i	i
16	CN=Cc1cc(-c2ccccc2)sc1O	i	20	i	3	i	-3	i	i	i	i	i
17	CN1CCC(OC(=O)COc2ccc(F)cc2)CC1	i	-4	i	-1	i	1	i	i	i	i	i
18	CC(=O)c1c(C)nc(-c2ccccc2)nc1NC(=O)Cc1ccccc1	i	.	i	6	i	-11	i	i	i	i	i
19	O=C1CCN(Cc2ccc(Cl)cc2)N1	i	-2	i	-12	i	-8	i	i	i	i	i
20	Cc1ccc(-c2nc(Nc3ccc(O)cc3)c3ccccc3n2)cc1	i	.	i	0	i	-7	i	i	i	i	i
21	O=C(NCc1cccnc1)c1csc2c1CCCC2	i	3	i	-1	i	-1	i	i	i	i	i
22	O=C(CCc1nnc2ccc(N3CCCC3)nn12)Nc1ccc(F)cc1F	i	-6	i	-3	i	-3	i	i	i	i	i
23	O=C(/C=C/c1cccs1)Nc1ccc([N+](=O)[O-])cc1	i	0	i	5	i	-4	i	i	i	i	i
24	COc1ccc(/C=N/NC(=O)c2ccc3nc[nH]c3c2)cc1	i	.	i	7	i	-16	i	i	i	i	i
25	C/C(=N\Nc1ncc(Cl)cc1Cl)c1ccc(OC(F)F)cc1	i	3	i	0	i	-9	i	i	i	i	i
26	CCOc1ccc(/C=N/Nc2nc(=O)[nH]nc2C)cc1OC	i	8	i	12	i	-12	i	i	i	i	i
27	N#Cc1cccc(NC(=O)COc2ccc(-n3ccnc3)cc2)c1	i	13	i	0	i	-8	i	i	25*	i	i
28	Cc1nnc2ccc(Oc3ccc(-c4ccccc4)cc3)nn12	9*	4	i	0	i	-17	i	i	i	i	i
29	CC(=O)N1CCN(C(=O)CNc2cc(C(F)(F)F)ccc2OCC(F)(F)F)CC1	i	-7	i	-3	i	-7	i	i	i	i	i
30	COc1cccc(C(=O)Nc2c[nH]c(=O)[nH]c2=O)c1	i	6	i	-1	i	-11	i	i	i	i	i
31	CN(Cc1ccccc1)C(=O)COc1ccc(Br)cc1Cl	i	-6	-12*	9	i	-13	i	i	i	i	i
32	CC(/C=N/NC(=O)Cn1cnc2ccccc21)=C\c1ccccc1	i	-72	i	3	i	-5	i	i	i	i	i
33	CCOc1cc(C(=O)OCC(=O)c2c(C)[nH]c3ccccc23)ccc1OCC(=O)N1CCOCC1	i	-15	i	7	i	-17	i	i	i	i	i
34	COc1ccccc1NS(=O)(=O)c1ccc(C(=O)N2CCN(c3ccccc3O)CC2)cc1	i	0	i	5	i	-15	i	i	i	i	i
35	Cc1ccc(C(=O)OCC(=O)NCc2cccs2)cc1C	i	-6	i	-9	i	-9	i	i	i	i	i
36	COc1ccccc1CNCc1ccc(C)cc1	i	-1	i	-3	i	-6	i	i	i	i	i
37	Cc1ccc(/C=C/C(=O)Nc2ccc(S(=O)(=O)Nc3onc(C)c3C)cc2)cc1	i	3	i	3	i	-11	i	i	i	i	i
38	COc1ccccc1NS(=O)(=O)c1cc([N+](=O)[O-])ccc1N/N=C/c1sc(N2CCOCC2)nc1-c1ccccc1	i	6	i	-6	i	-15	i	i	i	i	i
39	Nc1nc(Sc2ccc(C(F)(F)F)cn2)n[nH]1	i	-5	i	6	i	-6	i	i	i	i	i
40	Cc1cc(NC(=O)C(=O)NCc2cccc(Cl)c2)no1	i	2	i	0	i	-2	i	i	i	i	i
41	O=C(O)C1CCCCC1C(=O)NCCc1ccccc1 (stereo not drawn)	i	0	i	0	i	-11	i	i	i	i	i
42	Cc1ccc(NC(=O)COC(=O)CCn2c(C)csc2=O)cc1S(=O)(=O)N1CCOCC1	i	-6	i	-4	i	-12	i	i	i	i	i
43	CCCCn1c(=O)[nH]c(=O)c2c1nc(-c1ccccc1F)n2Cc1ccccc1	i	.	i	5	i	-12	i	i	i	i	i
44	COC(=O)C1=C(C(=O)OC)C(c2ccccc2O)c2sc(=O)[nH]c2S1 (stereo not drawn)	i	28	i	-4	i	-16	i	i	i	i	i
45	O=S(=O)(Cc1ccccc1)Nc1ccc(S(=O)(=O)N2CCCC2)cc1	i	-4	i	-4	i	-9	i	i	i	i	i
46	Cc1nc(N2CCCCC2)c2c(C)c(C(=O)Nc3ccccc3C(F)(F)F)sc2n1	i	-3	i	0	i	-3	i	i	i	i	i
47	Cc1cc(SCC(=O)NC2(C#N)CCCCC2)nc2c(C)cccc12	i	.	i	-1	i	-2	i	i	i	i	i
48	CCOC(=O)/C(=N\Nc1cccc(Cl)c1)Sc1nnc(-c2ccc(OC)cc2)n1C	i	-2	i	0	i	-10	i	i	i	i	i
49	O=C(O)Cn1ccnc1	i	-2	i	-2	i	-5	i	i	i	i	i
50	COC(=O)COc1ccc(S(=O)(=O)Nc2cc(OC)ccc2OC)cc1	i	.	i	.	i	-4	.	i	.	.	i

The listing continues:
nr	compound	KCNQ1 inh	DYRK1A inh	KCNK9 inh	HDAC3 inhib	TRPC4 act	hERG rescue	KCNK3 inh	KCNQ1 pot	ANO1 block	TMEM16A act	TRPC4 PAM
51	Cc1ccc(Cl)c(NC(=O)COC(=O)C2CCC2)c1Cl	i	-2	i	-7	i	-12	i	i	i	i	i
52	CCOC(=O)C1(Cc2ccccc2C)CCCN(Cc2cc(OC)c(O)c(OC)c2)C1 (stereo not drawn)	i	-2	i	7	i	-20	i	i	i	i	i
53	Cc1cc(C)c2cc(C#N)c(SCC(=O)Nc3cc(C)on3)nc2c1	i	5	i	-6	i	-9	i	i	i	i	i
54	COc1ccc(F)cc1S(=O)(=O)N1CCN(c2ccccn2)CC1	i	.	i	1	i	-4	i	i	i	i	i
55	COc1ccc(C2(C(=O)NCCc3ccccc3)CCCC2)cc1	i	-3	i	-7	i	-15	i	i	i	i	i
56	CC(=O)Nc1ccc2nc(NC(=O)C(Cl)(Cl)Cl)sc2c1	i	-2	i	8	i	-21	i	i	i	i	i
57	CCOC(=O)C1=C(N)OC(C)=C(C#N)C1c1ccco1 (stereo not drawn)	i	-3	i	-7	i	-1	i	i	i	i	i
58	COc1cccc2c1-c1c(O)cccc1C2=O	i	15	i	-4	i	-8	i	i	i	i	i
59	NC1=NC(=O)CC(C(=O)Nc2cccc3ccccc23)S1 (stereo not drawn)	i	0	i	6	i	-7	i	i	i	i	i
60	COc1ccccc1CN1CCN(Cc2cc(OC)c(OC)cc2OC)CC1	i	.	i	-4	i	-2	i	i	i	i	i
61	CCOC(=O)N=Nc1c2ccccc2c2nc3no[nH]c3nc12	i	-4	i	.	i	-2	i	i	.	i	i
62	Cc1cc(OC(C)C(N)=O)nc(-c2ccccc2)n1 (stereo not drawn)	i	-5	i	1	i	-6	i	i	i	i	i
63	O=S(=O)(/N=C(/c1ccc(Cl)cc1)N1CCOCC1)c1ccc(Cl)cc1	i	-1	i	0	i	-4	i	i	i	i	i
64	COc1ccc(CNc2ccc(C)c(C)c2)cc1	i	.	i	2	i	-13	i	i	i	i	i
65	N#Cc1cc(-c2ccccc2)nn1-c1ccccc1	i	-6	i	5	i	0	i	i	i	i	i
66	Cc1cccc(C)c1NC(=O)C(C)N1CCCC1 (stereo not drawn)	i	-5	i	7	i	-4	i	i	i	i	i
67	N#Cc1c(-c2ccccc2)[nH]c(=O)[nH]c1=O	i	2	i	3	i	-3	i	i	i	i	i
68	CCOC(=O)C1=C(C)N(CCCC(=O)O)C(=O)NC1c1ccc(Br)cc1 (stereo not drawn)	i	.	i	-4	i	-4	.	i	i	.	i
